Screens as filed in PubChem.
NCI-60 one-dose screen, 48 h, at 10 µM unless noted. Numbers give growth in % (100 = growth as untreated, 0 = no growth, -100 = all killed).
NCI-H226: NCI-H226 lung cancer. 3.5% of 79,000 active
SK-OV-3: SK-OV-3 ovarian cancer cells | 3.2% of 80,000 active
OVCAR-5: OVCAR-5 ovarian cancer; 2.9% of 82,000 active
OVCAR-4: OVCAR-4 ovarian cancer cells; 3.7% of 80,000 active
OVCAR-3: OVCAR-3 ovarian cancer | 7% of 79,000 active | AID 1794787
IGROV1: IGROV1 ovarian cancer. AID 1794786. 4.7% of 79,000 active
NCI-H23: NCI-H23 lung cancer. 4% of 80,000 active. AID 1794731
NCI/ADR-RES: NCI/ADR-RES ovarian cells; 4.4% of 81,000 active
SN12C: SN12C renal cancer cells | 3.8% of 81,000 active
* marks the source's active call; other numbers are inactive results; · = no result given; & = joins results of further samples. Rule for the calls: active = growth percent below 10; inactive = the rest.

SMILES	NCI-H226	SK-OV-3	OVCAR-5	OVCAR-4	OVCAR-3	IGROV1	NCI-H23	NCI/ADR-RES	SN12C
CCCCc1nc(Cl)c(C2CC(c3cc(OC)c(OC)c(OC)c3)=NN2C(C)=O)[nH]1 (stereo not given)	92	100	99	111	102	89	99	91	95
CCN1C(=S)N(CC)C2C1NN=c1s/c(=C3\C(=O)Nc4ccccc43)c(=O)n12 (stereo not given)	87	·	107	95	108	95	100	106	98
COc1ccc(NC(=O)c2sc3ncc(Cl)cc3c2N)cc1	107	88	96	86	102	94	99	·	96
CSc1nc(-c2cccs2)c2c(N)[nH]nc2n1	104	90	106	108	109	111	93	102	109
CCN(CC)Cc1cccc(C)c1OC(=O)c1ccccc1	99	114	110	·	118	107	106	108	104
N=C(c1ccccc1)N1CCN(Cc2ccccc2)CC1	90	89	94	110	106	104	95	100	98
O=C(NCc1cn(Cc2cccc(Oc3ccccc3)c2)nn1)c1cccnc1Nc1ccc(Cl)cc1	105	99	101	100	100	94	92	83	87
COc1ccc2cc(S(=O)(=O)O)ccc2c1N	102	105	103	103	111	113	98	104	92
Cc1nc2c(=O)[nH]c(SCC(=O)Nc3ccc(Cl)cc3)nc2[nH]c1=O	102	117	106	104	108	111	101	106	101
CCCCCCN1C(=O)/C(=c2\sc3n(c2=O)C2C(NN=3)N(CC)C(=O)N2CC)c2ccccc21 (stereo not given)	-5.3*	55	32	-35*	-50*	24	26	-23*	19
COc1cc2cc3c(nc2cc1OC)CCN3Cc1ccc(NC(=O)Nc2ccccc2)cc1	79	113	101	92	90	85	92	97	90
CCOC(=O)C1=CCC(n2cc(F)c(=O)[nH]c2=O)O1 (stereo not given)	103	121	119	130	93	126	101	106	104
COc1cc(C2CC(=O)Nc3ccsc32)cc(OC)c1OC (stereo not given)	97	111	93	89	107	116	97	104	102
O=C(CSc1nc2sc3c(c2c(=O)n1-c1ccc(Cl)cc1)CCCC3)Nc1nc(-c2cccc(Br)c2)cs1	64	94	76	73	89	73	57	80	80
COc1cc(C2CC(c3cc(OC)c(OC)c(OC)c3)=Nc3c(C)nn(-c4ccccc4)c3N2)ccc1Oc1ccnc2cc(Cl)ccc12 (stereo not given)	59	85	80	64	74	80	83	75	79
CN1CCC(N)=NC1=O	92	108	91	123	104	89	92	96	95
CC1=N/C(=C\c2ccc(-c3ccccc3)cc2)C(=O)O1	89	111	89	102	101	104	94	106	101
CC/C(=C(\c1ccc(OCCN2CCCCC2)cc1)c1ccc(OC(=O)Cc2ccccc2)cc1)c1ccccc1	95	88	93	110	110	109	100	93	98
C=CCc1c2occc2c(O)c2c(=O)cc(-c3ccc(Cl)cc3)oc12	94	83	96	28	93	·	79	77	88
COc1ccc(Nc2ccnc(N3CCN(c4ccnc5cc(Cl)ccc45)CC3)n2)cc1	1.7*	13	10.0*	11	16	0.0*	9.3*	-3.0*	14
COc1cc(C2CC(=O)Nc3c2ccc2ccccc32)cc(Br)c1OC (stereo not given)	·	2.9*	45	41	-26*	32	28	-11*	50
Nc1c(C(=O)Nc2cccc(Cl)c2)sc2nc3c(cc12)CCCC3	84	96	93	91	103	106	103	101	98
CCCCCC(=O)OC1CCCCC1C(C)C (stereo not given)	107	99	103	102	106	·	99	109	106
Cc1ccc(C(=O)/C=C/c2ccc3c(c2)OCO3)cc1	105	97	107	101	104	104	90	97	109
CCOC(=O)C1=C(N)N(c2ccc(C)cc2)C2=C(C(=O)CC(C)(C)C2)C1c1ccccn1 (stereo not given)	95	116	107	102	91	97	101	96	92
CCOC(=O)c1ccc2c(c1N1CCOCC1)N(O)ON2	·	105	100	98	104	100	105	102	97
O=C(Nc1ccccc1-c1nc2ccccc2c(=O)[nH]1)c1cc2ccccc2[nH]1	72	78	95	105	102	69	82	98	95
CSc1ccc(O)cc1C	102	107	102	102	109	102	93	102	96
CCCCOC(=O)c1cc2c3ccccc3oc(=O)c2c2nc3ccccc3n12	104	·	103	88	98	67	90	96	90
C#CCOC(=O)c1cc2c3ccccc3oc(=O)c2c2nc3ccccc3n12	98	·	111	83	97	62	94	97	95
CC(C)[C@@H]1COC(C(Cc2ccc(C(C)(C)C)cc2)(Cc2ccc(C(C)(C)C)cc2)C2=N[C@H](C(C)C)CO2)=N1	99	108	97	98	107	104	105	102	97
CCOC(=O)c1[nH]c(C(=O)O)c(OC(=O)CC)c1C	94	92	107	99	102	110	99	106	99
CCOC(=O)c1ncc2ncc(-c3ccc(OC)cc3)cn12	97	99	94	108	101	·	99	93	92
O=c1nc2n(CCO)c3ccccc3cc-2c(=O)[nH]1	134	100	100	88	113	118	109	107	102
O=C1/C(=C/c2ccccn2)NC(=S)N1c1ccccc1Cl	78	111	68	35	54	46	56	51	58
COc1c(O)cc2oc3cc(O[C@H]4O[C@H](CO)[C@H](O)C(O)C4O)c(CC=C(C)C)c(O)c3c(=O)c2c1CC=C(C)C (stereo not given in full)	98	93	111	107	104	104	100	106	112
FC(F)(F)c1cn(CCN2CCOCC2)c2ncnc(Cl)c12	101	101	106	82	63	13	66	93	71
O=C(/C=C\c1ccccc1)c1ccc(Cl)cc1	104	113	102	100	88	86	96	100	100
NC1N=C(Nc2ccc(Cl)cc2)N=CC(c2cc3ccccc3oc2=O)=N1 (stereo not given)	64	70	97	82	100	89	84	100	98
O=C(NCCOCCOCCOCCNC(=O)c1cc2c(o1)C(=O)c1ccccc1C2=O)NC12CC3CC(CC(C3)C1)C2	-80*	·	-70*	-73*	-32*	6.2*	-46*	8.9*	-68*
CC(=O)NC1CC(=O)N(c2ccccc2)C1=O (stereo not given)	102	99	97	118	110	107	111	111	97
Cn1c(=O)c2c(nc(CCCc3nc4c(c(=O)n(C)c(=O)n4C)n3C)n2C)n(C)c1=O	99	85	90	104	95	110	94	102	86
COc1cc2c(cc1OC)[N+]([O-])=C(c1ccccc1)C2=O	·	117	100	87	100	105	95	93	93
COc1cc(-c2cc(-c3c(Cl)cccc3Cl)nc(N3CCOCC3)c2C#N)cc(OC)c1OC	79	95	95	73	80	108	77	63	75
COc1nc(Nc2cccc(C(F)(F)F)c2)nc(OC)n1	97	98	116	105	103	93	97	104	102
COC(=O)C(Cc1ccc(O)cc1)n1cc(COc2nc(Cl)nc(N3CCCC3)n2)nn1 (stereo not given)	108	104	111	104	108	109	99	97	99
COc1ccc(CCl)c(C)c1OC	96	110	100	109	105	104	96	105	98
Cc1ccc(NC(=O)c2sc3nc(C)c(C(=O)c4ccccc4)cc3c2N)cc1	100	46	98	89	95	95	96	95	96
O=c1[nH]c(=O)[nH]c(=S)[nH]1	98	111	102	109	119	102	98	105	94
Cc1sc2nc(NC3CC(C)(C)NC(C)(C)C3)[nH]c(=O)c2c1C	96	89	87	95	98	90	93	100	102
The list continues:
SMILES	NCI-H226	SK-OV-3	OVCAR-5	OVCAR-4	OVCAR-3	IGROV1	NCI-H23	NCI/ADR-RES	SN12C
O=P(O)(O)C(O)(Cc1cccnc1)P(=O)(O)O	111	111	118	87	100	96	93	102	94
Cc1ccc(CNc2ccc3nc(CCC4CCCCC4)[nH]c3c2)cc1	43	60	58	11	29	26	31	40	46
CC(C)=CCC/C(C)=C/CC/C(C)=C/CCc1ccsc1	98	105	101	111	105	104	107	110	109
CC1CCC(NC(=O)NS(=O)(=O)c2ccc(C(C)C)cc2)CC1 (stereo not given)	101	107	100	106	116	104	100	105	101
O=C(Nc1ccc(Cl)cc1)c1cc(NCc2cc(O)ccc2O)ccc1O	95	103	116	80	49	84	93	83	76
OC(CO/N=C/c1ccc(OC(F)F)c(OC2CCCC2)c1)CN1CCOCC1 (stereo not given)	·	·	95	96	108	109	97	91	99
COc1ccc(Oc2ccc(/C=N/NC(=O)CSc3nc4ccccc4c(=O)n3-c3ccccc3)cc2)cc1	85	117	103	102	111	106	96	98	100
COC(=O)Nc1ccc(-c2nc(-c3cccc(OC)c3)c(-c3ccnc(Br)c3)[nH]2)cc1	59	88	86	52	70	72	68	45	67
c1cnc2c(c1)CCC[C@@H]2N(CCCN1CCNCC1)Cc1nc2ccccc2[nH]1	73	67	92	93	98	87	94	95	82
CCOC(=O)C1CN(CCc2ccccc2)CCC1=O (stereo not given)	110	116	100	120	118	122	100	104	102
COc1cc(C2=NN(C(C)=O)C(c3cc(OC)c(OC)c(OC)c3)C2)ccc1O (stereo not given)	39	30	34	35	-52*	2.8*	29	-55*	34
CC1(C)CC(=O)C2=C(C1)OC(N)=C(c1nc3ccccc3[nH]1)C2c1ccc(Cl)cc1 (stereo not given)	123&66	108&111	118&101	109&58	78&48	108&62	106&47	109&78	105&80
CC1(C)CC[C@]23CC[C@]4(C)[C@H](CC[C@@H]5[C@@]6(C)C/C(=C/c7cccnc7)C(=O)C(C)(C)[C@@H]6CC[C@]54C)[C@H]2[C@H]1OC3	86	97	91	87	94	102	95	97	81
COC(=O)C1CC(n2cc(S(=O)(=O)c3ccc(C)cc3)nn2)CN1C(=O)c1cc(OC)c(OC)c(OC)c1 (stereo not given)	108	103	107	90	·	126	109	117	110
O=[N+]([O-])c1ccc(N2CCCCC2)c([N+](=O)[O-])c1	95&107	105&99	93&101	55&89	113&113	89&101	99&101	100&115	94&99
CC1CCCN(S(=O)(=O)c2ncsc2-c2ccccc2)C1 (stereo not given)	103	104	107	100	·	96	108	104	102

In the list so far, these have a carbonyl joined to an NH by a bond outside any ring:
SMILES	NCI-H226	SK-OV-3	OVCAR-5	OVCAR-4	OVCAR-3	IGROV1	NCI-H23	NCI/ADR-RES	SN12C
COc1ccc(NC(=O)c2sc3ncc(Cl)cc3c2N)cc1	107	88	96	86	102	94	99	·	96
O=C(NCc1cn(Cc2cccc(Oc3ccccc3)c2)nn1)c1cccnc1Nc1ccc(Cl)cc1	105	99	101	100	100	94	92	83	87
Cc1nc2c(=O)[nH]c(SCC(=O)Nc3ccc(Cl)cc3)nc2[nH]c1=O	102	117	106	104	108	111	101	106	101
COc1cc2cc3c(nc2cc1OC)CCN3Cc1ccc(NC(=O)Nc2ccccc2)cc1	79	113	101	92	90	85	92	97	90
O=C(CSc1nc2sc3c(c2c(=O)n1-c1ccc(Cl)cc1)CCCC3)Nc1nc(-c2cccc(Br)c2)cs1	64	94	76	73	89	73	57	80	80
Nc1c(C(=O)Nc2cccc(Cl)c2)sc2nc3c(cc12)CCCC3	84	96	93	91	103	106	103	101	98
O=C(Nc1ccccc1-c1nc2ccccc2c(=O)[nH]1)c1cc2ccccc2[nH]1	72	78	95	105	102	69	82	98	95
O=C(NCCOCCOCCOCCNC(=O)c1cc2c(o1)C(=O)c1ccccc1C2=O)NC12CC3CC(CC(C3)C1)C2	-80*	·	-70*	-73*	-32*	6.2*	-46*	8.9*	-68*
CC(=O)NC1CC(=O)N(c2ccccc2)C1=O (stereo not given)	102	99	97	118	110	107	111	111	97
Cc1ccc(NC(=O)c2sc3nc(C)c(C(=O)c4ccccc4)cc3c2N)cc1	100	46	98	89	95	95	96	95	96
CC1CCC(NC(=O)NS(=O)(=O)c2ccc(C(C)C)cc2)CC1 (stereo not given)	101	107	100	106	116	104	100	105	101
O=C(Nc1ccc(Cl)cc1)c1cc(NCc2cc(O)ccc2O)ccc1O	95	103	116	80	49	84	93	83	76
COc1ccc(Oc2ccc(/C=N/NC(=O)CSc3nc4ccccc4c(=O)n3-c3ccccc3)cc2)cc1	85	117	103	102	111	106	96	98	100
COC(=O)Nc1ccc(-c2nc(-c3cccc(OC)c3)c(-c3ccnc(Br)c3)[nH]2)cc1	59	88	86	52	70	72	68	45	67
